D2 antagonist = D2 dopamine receptor (human) antagonism; inhibition, % at 10 µM; HEK293 TREx D2 cells, calcium flux, dopamine EC80; hit rate 2% among 340,000; P14416; in the data active = inhibition above about 30%; also: 0% is about no effect
Target sequence (P14416 whole entry, looked up): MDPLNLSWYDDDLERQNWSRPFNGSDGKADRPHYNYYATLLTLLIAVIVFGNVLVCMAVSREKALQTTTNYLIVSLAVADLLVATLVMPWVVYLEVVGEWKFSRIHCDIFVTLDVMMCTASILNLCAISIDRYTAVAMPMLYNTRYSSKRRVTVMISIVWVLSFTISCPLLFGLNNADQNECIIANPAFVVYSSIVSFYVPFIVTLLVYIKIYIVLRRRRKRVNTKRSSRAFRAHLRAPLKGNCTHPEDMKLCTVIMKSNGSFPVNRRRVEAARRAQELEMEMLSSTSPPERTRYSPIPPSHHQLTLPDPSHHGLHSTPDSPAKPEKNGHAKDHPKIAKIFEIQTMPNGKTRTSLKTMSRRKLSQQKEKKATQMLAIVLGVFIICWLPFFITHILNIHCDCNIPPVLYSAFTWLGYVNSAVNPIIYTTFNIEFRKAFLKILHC
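Inhibition of EC80 dopamine-driven calcium flux, recorded kinetically, defines activity here; cells are a tetracycline-induced HEK293 T-REx line expressing force-coupled D2.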
D2 potentiator = positively modulates the human D2 dopamine receptor allosterically | P14416 | HEK293 T-REx D2, calcium flux, EC20 dopamine potentiation | potentiation, % at 10 µM | hit rate 0.34% among 340,000;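 active = potentiation over 3 SD above the plate norm, cut at about 30% in these data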; also: 0% is about no effect
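Potentiation of an EC20 dopamine calcium response measured kinetically over 180 s, after a preceding 180 s compound-only read flagging agonists. Cells: inducible Hek293 Trex D2 line, 4000/well, cultured overnight at 30 C before dye loading.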
D2 ag = activates the human D2 dopamine receptor; P14416; HEK293 T-REx D2 cells, calcium flux agonist mode; activation, % at 2 µM; hit rate 0.53% among 340,000; AID 485358;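 active = activation over 3 SD above normal in the single-dose calcium agonist read, cut at about 30% in these data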; also: 0% is about no effect
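HEK293 Trex D2 cells, tetracycline-induced, o/n 30 C 5% CO2; no-wash Ca dye, RT 30–90 min; 10-cycle baseline, 23 nl cpd added, kinetic Ca read 180 s; agonist hits = positive Ca response.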
RXFP1 antag = RXFP1 (human) relaxin receptor antagonism | HEK293-RXFP1, relaxin-stimulated cAMP HTRF, 30 min; hits give low values | AID 1259400 | activity change, negative = inhibition, % at 57.5 µM | Q9HBX9 | hit rate 0.59% among 350,000;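 active = activity change of -60% or lower, but not beyond a set lower limit; inconclusive = change between -60% and -40%, or beyond the set limit; inactive = change above -40%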; also: % is scaled to controls: 0 for no effect and ±100 for the full control effect
TRHR PAM = TRH receptor (human) allosteric enhancement. P34981. TRHR cells, fluo-8 calcium fluorescence, EC20 TRH enhancement. enhancement, % at 2 µM. hit rate 0.66% among 360,000. AID 493056; in the data active = enhancement above about 30%; also: 0% is about no effect
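Enhancer read-out: after compound pinning and an initial kinetic agonist-mode read, an EC20 of TRH (10 nM final) was injected and fluo-8 calcium signal (Ex 480/Em 530) followed at 1 s/cycle for 100 cycles in TRHR-expressing cells.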
D1 antagonist = human D1 dopamine receptor antagonism; P21728; HEK293 TREx D1 cells, calcium flux, dopamine EC80; hits give low values; activity change, negative = inhibition, % at 10 µM; hit rate 3.2% among 360,000; AID 504652; in the data active = activity change below about -30%; also: % is scaled to controls: 0 for no effect and ±100 for the full control effect
Target sequence (P21728 whole entry, looked up): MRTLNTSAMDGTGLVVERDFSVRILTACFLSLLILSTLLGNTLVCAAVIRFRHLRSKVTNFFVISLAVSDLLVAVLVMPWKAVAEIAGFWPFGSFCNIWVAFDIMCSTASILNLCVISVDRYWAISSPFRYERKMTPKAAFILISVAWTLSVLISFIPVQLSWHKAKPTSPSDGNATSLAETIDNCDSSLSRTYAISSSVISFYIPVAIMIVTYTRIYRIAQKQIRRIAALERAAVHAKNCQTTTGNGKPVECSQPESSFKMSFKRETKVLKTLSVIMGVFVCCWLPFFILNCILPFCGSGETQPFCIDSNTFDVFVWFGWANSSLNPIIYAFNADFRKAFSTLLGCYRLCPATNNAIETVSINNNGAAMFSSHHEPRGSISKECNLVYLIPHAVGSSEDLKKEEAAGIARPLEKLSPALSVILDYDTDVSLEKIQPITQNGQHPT
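Cells carrying a force-coupled, tetracycline-inducible human D1 receptor report calcium flux. Each well gets a 10 s baseline, compound with 180 s monitoring, then an EC80 dopamine stimulus with a second 180 s kinetic read.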
D1 PAM = potentiators of human D1 dopamine receptor; P21728; hit rate 0.036% among 360,000; potentiation, % at 10 µM; HEK293 TREx D1 cells, calcium flux, dopamine EC20 potentiation; in the data active = potentiation above about 30%; also: 0% is about no effect
RXFP1 agonist = agonists of human relaxin receptor RXFP1; Q9HBX9; HEK293T-RXFP1 cAMP TR-FRET, 30 min; response scale: percent of porcine relaxin response, buffer zero; Potency, µM (highest dose often 57.5 µM), inactives show top-dose activation, most hits filed as activators; hit rate 0.3% among 370,000; AID 2676; active = well fitted activation curve with a large enough effect; inconclusive = small, poorly fitted or top-dose-only effect; also: potency is read from the fitted curve at half-maximal effect; % is scaled to controls: 0 for no effect and ±100 for the full control effect; nearly all actives have a fitted effect of over 60% in size; many of its hits are not listed in these tables
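HEK293 cells stably expressing RXFP1, treated 30 min at 37C with compounds plus PDE4 inhibitor Ro 20174; cAMP measured by HTRF TR-FRET. Normalized to buffer and 29 nM porcine relaxin; EC50 by Hill fit.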
D1 ag = agonists of human D1 dopamine receptor; activation, % at 2 µM; hit rate 1% among 360,000; HEK293 T-REx D1 cells, calcium flux, agonist mode; in the data active = activation above about 30%; also: 0% is about no effect
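Inducible HEK293 T-REx D1 cells, force-coupled to calcium signalling, were plated at 4000 cells/well with tetracycline and held overnight at 30 C. After no-wash calcium dye loading, compound-evoked calcium rise over 180 s flagged agonists.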
* hit, by the source's call; ? = inconclusive; · = not tested or not shown; & = joins results of further samples. Not all compounds are listed (hit frequency here may not be typical).

Order of results – D2 antagonist	D2 potentiator	D2 ag	RXFP1 antag	TRHR PAM	D1 antagonist	D1 PAM	RXFP1 agonist	D1 ag
> COc1ccc(NC(=O)c2cc(S(=O)(=O)N3CCc4ccccc43)cn2C)cc1OC
  0	4	-0.4	4	1	6	-6	2.3%	2
> Cc1ccc(C(=O)Nc2cccnc2Oc2ccc(Cl)cc2)cc1
  -34	4	-0.1	-29	23	3	2	-1.0%	2
> COc1cc(OC)cc(C(=O)N2CCN(C(=O)c3cccs3)CC2)c1
  -12	0	0.0	-1	1	-9	-1	0.6%	2
> CN(Cc1ccccn1)C(=O)CC1C(=O)NCCN1Cc1cccc(Oc2ccccc2)c1 (stereo not drawn)
  8	-1	0.1	-1	2	0	-3	-0.2%	1
> Cc1c(S(=O)(=O)N2CCN(c3ccc(F)cc3)CC2)c(=O)n(C)c(=O)n1C
  -7	3	-1.1	0	6	-5	3	-2.1%	0
> CC1(C)CC(=O)C2=C(C1)OC(N)=C(C#N)C21CCC2(CC1)OCCO2
  0	-12	-0.2	2	-9	-15	-9	-0.1%	1
> COc1ccc(-c2nc3scc(CCNS(=O)(=O)c4cccc(C(C)=O)c4)n3n2)cc1
  ·	13	0.6	-5	-3	·	-3	0.6%	0
> Cc1cc2oc(C(=O)Nc3ccc(S(=O)(=O)N4CCC(C)CC4)cc3)cc(=O)c2cc1C
  ·	9	·	-14	5	15	-3	2.5%	3
> CCC(=O)Nc1ccc(C(=O)OCc2ccc(Cl)c(Cl)c2)cc1
  ·	·	·	-13	16	3	-5	2.8%	9
> CCOC(=O)C1CCN(C(=O)CN(C)S(=O)(=O)c2ccc3c(c2)c(=O)n(C)c(=O)n3C)CC1
  -14	-5	3.0	-1	-4	-5	0	9.5%	9
> O=[N+]([O-])c1cc(C(F)(F)F)ccc1NCCOc1ccccc1
  6	-1	0.4	-7	0	-5	2	-0.9%	8
> CCCc1cc(=O)[nH]c(SCc2nc(-c3ccc(OCC)cc3)no2)n1
  ·	-24	-0.6	10	0	5	-3	-3.6%	0
> COCCN(C(=O)CSc1nc(-c2ccccc2)cn1N)c1c(N)n(Cc2ccccc2)c(=O)[nH]c1=O
  -6	-3	-0.9	-7	-6	12	-6	-1.3%	-1
> O=C1CC(N2CCN(C(c3ccccc3)c3ccccc3)CC2)C(=O)N1Cc1ccc(N2CCCC2=O)cc1 (stereo not drawn)
  5	-2	0.6	-6	1	19	-8	-0.8%	3
> COc1cc(C=C2C(=O)c3ccccc3C2=O)cc(OC)c1OC
  -7	·	0.0	-7	-3	2	-3	-0.2%	7
> Cc1cc(=O)n2nc(N3CCC(C(=O)Nc4ccc(C)c(Cl)c4)CC3)sc2n1
  ·	15	-0.1	·	1	6	-2	-0.2%	-3
> CC1CCN(S(=O)(=O)c2ccc(C(=O)Nc3ccccn3)cc2)CC1
  -29	8	-0.5	12	-1	-24	1	-0.6%	7
> CC(C)Oc1ccc(C(=O)NC2CCN(Cc3ccccc3)CC2)cc1
  -12	-23	-0.5	17	-2	2	-1	-0.7%	5
> C=CCn1c(SCc2cc(=O)n3ccsc3n2)nnc1C1CCCCC1
  13	-10	1.7	1	0	4	7	0.9%	2
> NC(=O)Cn1cnc2nc3n(c2c1=O)CCC3
  -2	12	-0.4	-13	-8	0	3	?	3

3 entries from above, sorted by the number in D2 antagonist, high to low:
mol | D2 antagonist | D2 potentiator | RXFP1 antag | TRHR PAM | D1 antagonist | D1 PAM | D1 ag
CN(Cc1ccccn1)C(=O)CC1C(=O)NCCN1Cc1cccc(Oc2ccccc2)c1 (stereo not drawn) | 8 | -1 | -1 | 2 | 0 | -3 | 1
O=[N+]([O-])c1cc(C(F)(F)F)ccc1NCCOc1ccccc1 | 6 | -1 | -7 | 0 | -5 | 2 | 8
CC(C)Oc1ccc(C(=O)NC2CCN(Cc3ccccc3)CC2)cc1 | -12 | -23 | 17 | -2 | 2 | -1 | 5

Going on with the list.
Order of results – D2 antagonist	D2 potentiator	D2 ag	RXFP1 antag	TRHR PAM	D1 antagonist	D1 PAM	RXFP1 agonist	D1 ag
> CCOC(=O)c1sc(NC(=O)CNC(=O)Cn2cnc3sc(C)c(C)c3c2=O)nc1C
  -1	-3	-0.6	-7	-9	-6	-3	3.2%	1
> CCOc1ccc(CNC(=O)c2cc3ccccn3n2)cc1OC
  ·	6	0.1	-6	10	-3	1	-1.4%	3
> CC(=O)c1cn(CCC(C)C)c(=O)[nH]c1=O
  7	10	1.2	-11	10	-8	-3	0.7%	2
> CCn1cc(/C=N/NC(=O)c2ccc3c(c2)OCO3)cn1
  6	-2	-0.3	4	-2	1	0	1.6%	1
> COc1ccccc1CCC(=O)OCC(=O)Nc1c(Br)cc(C)cc1Br
  3	9	0.9	-1	-7	-15	-3	1.4%	15
> Cc1ccc(C2=NN(C(=O)c3cccs3)C(c3ccccc3O)C2)cc1 (stereo not drawn)
  -23	2	-0.2	-4	4	-9	0	0.2%	1
> O=C(Cn1cnc2ccccc2c1=O)N1CCc2ccccc2C1
  29	1	5.6	-3	-3	-2	-6	5.4%	2
> CC(C)(C)CC(C)(C)NC1=CC(=O)OC12CCCCC2
  13	-10	0.1	-25	-15	9	-8	0.1%	2
> CC(=O)N1CCOc2ccc(S(=O)(=O)N3CCC(C(=O)NCc4ccccc4)CC3)cc21
  -14	6	-0.5	-2	-7	8	6	-0.1%	2
> COc1ccc(C(=O)NCCS(=O)(=O)NC2CCCC2)cc1
  2	-11	0.3	-20	12	4	2	1.1%	2
> CCN1C(=NCc2ccc(OC)cc2)N[C@@H](c2ccccc2)C(C(=O)OC)=C1C
  -26	-5	0.3	·	-5&2	0&2	0&-1	1.1%&-1.5%	10&5
> CC(=O)Nc1cccc(OCC(=O)Nc2ccccc2)c1
  4	10	0.4	-3	8	-6	0	-0.8%	3
> O=C(NCCc1ccc(C(F)(F)F)cc1)c1ccc(Cl)nc1
  -13	-9	-1.1	-12	-3	-15	-3	3.2%	11
> CCOC(=O)c1ccc(NS(=O)(=O)c2cnc[nH]2)cc1
  15	-8	0.4	5	6	-14	5	1.8%	6
> Cc1csc(SCC(=O)Nc2nnc(C)s2)n1
  20	·	-3.1	5	-1	-18	-10	4.1%	-1
> COc1ccc(C(=O)N(Cc2ccco2)Cc2cccs2)cc1
  ·	·	·	·	-5	-12	-6	·	7
> COC(=O)CNC(=O)CSc1nc2c(sc(=S)n2-c2ccccc2)c(=O)[nH]1
  44*	-15	1.5	-5	-27	-37*	-6	0.0%	1
> Cc1ccc(-n2nc3c(=O)n(CCCC(=O)N4CCC(C)CC4)nc(C)c3c2C)cc1
  -33	10	-2.3	-1	5	5	-4	7.7%	1
> CC(NC(=O)C(c1ccccc1)c1ccccc1)C(=O)O (stereo not drawn)
  5	-4	0.4	-2	24	5	2	-0.3%	2
> COc1cccc(NC(=O)Cc2csc(COc3cccc(C)c3)n2)c1
  ·	-5	·	-5	2	5	1	6.4%	3
> Cc1ccc(S(=O)(=O)NCC(=O)N(CC(=O)NC2CCCCC2)Cc2ccco2)cc1
  -8	7	-0.2	5	-3	0	2	1.1%	3
> C/C=C\C=C\C(=O)Nc1cccc(C2=NOC3(C2)C[C@@H](C(N)=O)N(C(=O)C(c2ccccc2)c2ccccc2)C3)c1 (stereo partly drawn)
  -4	16	0.5	·	4	35	0	-0.3%	5
> Cc1ccc(CNc2ccc3c(c2)OCO3)cc1
  -1	-5	-1.3	0	-4	-3	-3	-1.5%	15
> O=C(CNC(=O)c1nc[nH]c1C(=O)NCC(=O)OCc1ccccc1)OCc1ccccc1
  -30	0	-0.5	·	12	11	-6	-2.7%	2
> COc1ccc(-c2noc(CSc3nc(C)cc(=O)[nH]3)n2)cc1OC
  ·	13	0.8	·	4	13	-3	1.4%	-1
> CC(C)NS(=O)(=O)c1ccc(CCC(=O)NCc2cccnc2)cc1
  -13	11	0.5	-4	-2	4	2	0.9%	2
> COc1ccc(OC)c(S(=O)(=O)N2CCCCC2C(=O)O)c1 (stereo not drawn)
  ·	·	·	7	4	-11	-4	0.1%	3
> COC(=O)C(C)N(C(=O)c1cccc(Cl)c1)c1c(C)cccc1C (stereo not drawn)
  -14	11	1.5	20	15	2	-3	-1.8%	4
> Cc1nc2nc(NC(=O)c3ccco3)nn2c(C)c1Cl
  -17	14	-0.1	2	10	0	6	3.9%	0
> COc1ccc(OC)c(Cc2nnc(CCC(=O)NC3C4CC5CC(C4)CC3C5)o2)c1 (stereo not drawn)
  0	12	0.4	-6	0	-2	1	0.9%	0
> Cc1ccc(-c2noc(CNC(=O)c3ccccc3)n2)cc1
  ·	-2	-0.7	3	4	-6	-2	-0.3%	5
> CC1CCC(NC(=O)C2CCN(c3c4c(nc5ncnn35)CCC4)CC2)CC1 (stereo not drawn)
  -14	-8	0.4	2	9	-15	0	18%	1
> O=C1Cc2ccccc2C(c2ccccc2)N1 (stereo not drawn)
  14	-10	0.4	10	-9	-3	2	2.4%	1
> O=C(CN1C(=O)c2ccccc2C1=O)Nc1ccc(S(=O)(=O)N2CCOCC2)cc1
  -3	-5	0.0	-82*	2	-7	-1	2.3%	4
> COc1cc(/C=C/C(=O)O)cc(S(=O)(=O)Nc2ccc3c(c2)OCO3)c1OC
  11	-1	-0.6	-5	-7	13	1	-1.2%	0
> O=C(NC(C(=O)c1ccccc1)n1cnccc1=O)c1ccccc1 (stereo not drawn)
  -10	5	0.2	5	6	3	1	-1.4%	1
> O=C(NCCCN1CCCC1=O)NC12CC3CC(CC(C3)C1)C2
  ·	·	·	-3	-7	8	-5	2.1%	2
